# EPAC1 antag – blocks human EPAC1 exchange factor; O95398; EPAC1 GEF assay, Rap1b-BODIPY-GDP exchange fluorescence; Potency, µM (doses to about 115 µM), without a hit: at the top dose activity change, negative = inhibition, usual class: inhibitors; actives 0.14% (n = 360,000);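 further: potency means the concentration at half of the fitted maximal effect; plate controls were vehicle for no effect and positive control for full effect; nearly all actives have a fitted effect of over 50% in size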
# aSyn rescue – inhibitors of alpha-synuclein toxicity in yeast. Potency, µM (top dose mostly 46.1 µM), inactives show at the top dose growth rescue (activation), hits mostly activators. Yeast expressing alpha-synuclein, growth rescue, BacTiter-Glo, 24 h. actives 0.14% (n = 370,000); further: potency means the concentration at half of the fitted maximal effect; % of control where 0% means no effect; nearly all actives have a fitted effect of over 65% in size
#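 Rescue of yeast growth: cells expressing toxic alpha-synuclein, induced in galactose at OD600 0.02, incubated with compound 24 h at 30 C. ATP luminescence quantified growth; inhibitors of toxicity appear as activators.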
# PLK1 PBD inh – blocks phosphopeptide binding to human PLK1 polo-box domain; actives 2.8% (n = 360,000); Plk1 PBD binding of FITC phosphopeptide, fluorescence polarization; AID 720504; Potency, µM, for inactives: max response, negative = inhibition, hits mostly inhibitors; further: potency means the concentration at half of the fitted maximal effect; series mostly up to about 57 µM; on the % scale 0 is the no-effect control and ±100 the full control effect; nearly all actives have a fitted effect of over 65% in size
# Target sequence (P53350 whole entry, looked up, the tested form may be a part): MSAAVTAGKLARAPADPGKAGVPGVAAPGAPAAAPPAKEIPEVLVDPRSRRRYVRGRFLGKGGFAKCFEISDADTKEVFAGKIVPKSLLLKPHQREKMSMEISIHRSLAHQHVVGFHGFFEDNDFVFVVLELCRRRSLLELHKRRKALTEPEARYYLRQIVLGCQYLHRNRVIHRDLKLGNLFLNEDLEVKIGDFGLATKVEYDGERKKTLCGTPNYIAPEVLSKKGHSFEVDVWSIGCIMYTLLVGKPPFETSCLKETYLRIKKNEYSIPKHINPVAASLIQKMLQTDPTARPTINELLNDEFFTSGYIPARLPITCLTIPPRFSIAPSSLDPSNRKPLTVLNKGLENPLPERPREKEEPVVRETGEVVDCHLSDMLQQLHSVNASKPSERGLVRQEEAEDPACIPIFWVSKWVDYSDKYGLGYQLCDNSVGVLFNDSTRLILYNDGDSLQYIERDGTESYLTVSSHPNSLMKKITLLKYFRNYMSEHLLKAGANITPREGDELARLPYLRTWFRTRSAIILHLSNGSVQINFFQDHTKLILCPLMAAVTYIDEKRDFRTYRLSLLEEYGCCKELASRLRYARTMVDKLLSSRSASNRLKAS
# EPAC1 agonist – EPAC1 (human) agonism; O95398; EPAC1 agonist qHTS, biochemical assay; response scale: 100% = response to 6.5 mM cAMP; Potency, µM (highest dose often 154 µM), for the others: top-dose activation, usual class: activators; actives 0.073% (n = 360,000); AID 720707; further: potency means the concentration at half of the fitted maximal effect; nearly all actives have a fitted effect of over 60% in size
#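 EPAC1 100 nM, Rap1B–BODIPY-GDP 250 nM, unlabeled GDP 50 uM; compound titration; 5 min RT; kinetic read ex480/em540 at 5-min intervals ×30 min; data normalized to 6.5 mM cAMP agonist control.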
# IL2 activator – activators of IL-2. activation, % (series mostly up to about 46 µM). IL-2 activation reporter assay, cell-based qHTS; stimulated with anti-CD3/CD4/CD28 beads; in transgenic mouse T cells. actives 0.065% (n = 360,000); in the data active means activation above about 50%; inconclusive means mostly about 30% to 49%; further: 0% is about no effect
#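 Screening format: compound pinned onto unstimulated transgenic mouse T cells, 60 min incubation, then anti-CD3/anti-CD4/anti-CD28 bead stimulation for 18 hours at 37 degrees C, followed by EGFP and DsRed detection.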
# FUS suppressor – rescues growth of FUS-expressing yeast; S. cerevisiae FUS-expressing, growth rescue, OD600, 24 h; Potency, µM (series often up to 76.6 µM), for the others: top-dose growth rescue (activation), usual class: activators; actives 0.24% (n = 390,000); AID 1347120;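 further: potency means the concentration at half of the fitted maximal effect; plate controls were DMSO vehicle for no effect and reference control for full effect; nearly all actives have a fitted effect of over 55% in size; some results filed as inactive show a strong effect at the top dose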
#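 Galactose (2%) drives FUS expression in yeast precultured in raffinose; seeding density OD 0.005. Test compounds incubated 24hr at 30C and 99% humidity before absorbance at 600 nm was measured.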
# Abeta rescue – compounds reversing amyloid beta toxicity in yeast; Potency, µM (titrated, usually from 46.1 µM), without a hit: at the top dose growth rescue, hits mostly activators; actives 0.063% (n = 410,000); yeast expressing A-beta42, growth rescue, OD600, 48 h; response scale: 0% DMSO, 100% iron-clioquinol control; AID 1347071; further: potency means the concentration at half of the fitted maximal effect; nearly all actives have a fitted effect of over 55% in size
#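 Yeast A-beta toxicity model in growth medium with pinned compounds, 48 h at 30 C; growth read as absorbance at 600 nm. Normalized to FeCl3/clioquinol equimolar mix (positive) and DMSO (negative).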
# PI5P4Ka inh – inhibitors of human PI5P4K alpha; AID 652105; PI5P4Kalpha enzyme, ADP-Glo luminescence, 60 min; stronger effect = lower value; actives 1.2% (n = 330,000); max response, %; active means max response of -50% or lower; inconclusive means between -30% and -50%; inactive means -30% or higher; further: value at the top dose of about 77 µM; on the % scale 0 is the no-effect control and ±100 the full control effect
# Target sequence (P48426 whole entry, looked up): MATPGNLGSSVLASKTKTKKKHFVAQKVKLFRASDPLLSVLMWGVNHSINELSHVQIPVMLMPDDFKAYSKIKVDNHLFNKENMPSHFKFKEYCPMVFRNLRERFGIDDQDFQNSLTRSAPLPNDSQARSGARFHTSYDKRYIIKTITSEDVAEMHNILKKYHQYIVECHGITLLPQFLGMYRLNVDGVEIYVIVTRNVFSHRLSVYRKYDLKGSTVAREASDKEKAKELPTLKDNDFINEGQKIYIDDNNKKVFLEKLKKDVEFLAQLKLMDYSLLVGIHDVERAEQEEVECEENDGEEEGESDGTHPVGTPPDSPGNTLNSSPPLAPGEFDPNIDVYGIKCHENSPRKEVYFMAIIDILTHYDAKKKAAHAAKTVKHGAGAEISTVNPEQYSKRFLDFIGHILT
#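 Luminescence from ADP-Glo served as readout of PI5P4Kalpha activity in a qHTS format. Reaction: enzyme, substrate, compound, ATP at 5 microM final, 60 min at RT.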
# WRN helicase inh – inhibitors of human WRN helicase; Potency, µM (titrated, usually from 114 µM), without a hit: at the highest dose activity change, negative = inhibition, usual class: inhibitors; AID 651768; WRN helicase unwinding, fluorescent forked duplex, kinetic; actives 0.46% (n = 360,000); further: potency means the concentration at half of the fitted maximal effect; on the % scale 0 is the no-effect control and ±100 the full control effect; nearly all actives have a fitted effect of over 55% in size
#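 WRN at 20 nM final was preincubated with compound for 15 min at room temperature; reaction started with 100 nM forked duplex oligonucleotide carrying fluorophore and quencher plus 2 mM ATP (final). Unwinding followed kinetically by red fluorescence (ex 525/em 598 nm).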
# * marks the source's active call; other numbers are inactive results; ? = inconclusive; nt = not tested or not shown; & = joins results of further samples; [ ] = another dose, or the depositor's remark. Unless noted, the call rests on the fitted dose curve; in most records, active means well fitted curve in the direction sought with a large enough effect; inconclusive means small, poorly fitted or top-dose-only effect, or another doubt; inactive means no such curve, though single readings can be large; an effect the other way counts as inactive or inconclusive.
SMILES,EPAC1 antag,aSyn rescue,PLK1 PBD inh,EPAC1 agonist,IL2 activator,FUS suppressor,Abeta rescue,PI5P4Ka inh,WRN helicase inh
COc1ccc(CCNC(=O)C2CCCN2C(=O)Nc2cccc(OC)c2)cc1 (configuration not stated),10%,-7%,4%,7%,0.1,-11%,6%,0,1%
COc1ccc(NC(=O)C2CCN(c3cnccn3)CC2)cc1OC,-3%,-2%,-10%,9%,-1.1,4%,-6%,2,2%
Cc1nonc1NC(=O)c1oc2ccc(F)cc2c1C,-23%,-2%,3%,13%,0.2,-17%,-2%,5,-9%
Cc1ccc(SCc2ccc(C(=O)Nc3cc([N+](=O)[O-])ccc3C)cc2)cc1,-1%,-12%,-2%,5%,0.1,4%,9%,nt,-5%
Cc1cc(C)cc(OCC(=O)NCCN2CCOCC2)c1,7%,-12%,1%,-5%,-0.3,-25%,22%,-9,11%
Cc1ccc(C)n1-c1ccc(N(C)C)cc1,-13%,0%,-22%,2%,-0.5,?,16%,-11,-8%
CSc1ccc(CN2CCN(C(=O)c3ccncc3)CC2)cc1,2%,-1%,-18%,1%,-0.2,20%,-6%,0,5%
COc1ccc(Oc2c(C)oc3cc(OC(=O)N4CCOCC4)ccc3c2=O)cc1,6%,-3%,-10%,2%,1.1,19%,-5%,nt,-3%
CSc1ccc(C2=CC(=O)C[C@H](c3ccc(Cl)cc3)C2)cc1,5%,6%,-10%,0%,-0.1,11%,-6%,-8,-1%
CCN1CCC(Nc2ccnc3cc(Cl)ccc23)CC1,-20%,4%,-1%,0%,1.9,-16%,-14%,2,3%
CCc1c(C)c2ccc(OC(C)C(=O)NC(Cc3c[nH]c4ccc(O)cc34)C(=O)O)c(C)c2oc1=O (configuration not stated),?,?,-13%,-27%,0.4,4%,-18%,-4,-5%
Cc1ccc(C2CC(=O)c3cnc(N4CCc5ccccc5C4)nc3C2)cc1 (configuration not stated),-15%,6%,-9%,1%,-0.7,29%,11%,3,10%
COc1ccc(NC(=O)c2ccccc2NC(=O)C2CC=CCC2C(=O)O)cc1 (configuration not stated),21%,2%,3%,-11%,-3.8,0%,-7%,-3,-2%
NC(=O)c1ccc(NCC2COc3ccccc3O2)c([N+](=O)[O-])c1 (configuration not stated),9%,6%,7%,9%,0.9,17%,11%,-5,1%
CCN(C(=S)Nc1ccc(Oc2ccccc2)cc1)c1ccccc1,-28%,1%,-12%,5%,0.1,nt,20%,12,-8%
CC1c2nc3ccccc3n2C(CC(=O)NCCCN2CCOCC2)C(=O)N1Cc1ccccc1 (configuration not stated),-10%,1%,-7%,8%,-1.7,9%,-13%,1,-8%
O=C(NNC(=O)C1CCC1)c1ccccc1F,20%,-2%,-3%,-3%,-4.1,-12%,7%,-1,7%
COc1ccc(CN2CCN(C(=O)Cn3ncn4cccc4c3=O)CC2)c(OC)c1OC,14%,-4%,3%,1%,-4.8,0%,-9%,-3,6%
Cn1nc(C(=O)Nc2c(-c3ccccc3)nc3sccn23)c2ccccc2c1=O,11%,6%,1%,-2%,-2.9,6%,17%,-4,6%
O=C(Nc1ccccc1)Nc1ccc2c(c1)CCC2,-12%,-9%,-16%,12%,-2.9,15%,-8%,1,5%
Cc1cc(N2CCCC2)c(C)cc1C=O,-19%,12%,-6%,0%,-1.0,24%,6%,-1,2%
CCN(CC)C(=O)Cn1cnc2sc(C(=O)NCCCN3CCOCC3)c(C)c2c1=O,14%,-4%,0%,3%,0.2,6%,-2%,3,7%
COc1ccc(NC(=O)CNC(=O)Cc2cccc3ccccc23)cc1,-16%,11%,6%,4%,0.3,13%,9%,3,-3%
CC(C)(C)NC(=O)N1CCC(CO)(Cc2ccccc2Cl)CC1,4%,5%,-8%,5%,1.3,?,2%,2,-2%
CSC1=N/C(=C\c2ccc(C)o2)C(=O)S1,-23%,9%,-13%,10%,-1.3,31%,-16%,4,-6%
O=C(O)CCNc1nc(-c2ccccc2)c2cc(Br)ccc2n1,6%,1%,-15%,-13%,-0.2,-25%,-10%,-2,-4%
COc1ccc2[nH]cc(CCNC(=O)Cn3cc(C)c(=O)[nH]c3=O)c2c1,-12%,-12%,-8%,4%,-0.7,-3%,-2%,-2,-7%
CCOC(=O)C1Nc2ccc(OC(F)(F)F)cc2C2C=CCC12 (configuration not stated),?,-11%,?,-29%,-2.7,6%,0%,?,-13%
O=C(NC1CCCCC1)C(c1ccccc1)N1CCC2(CC1)OCCO2 (configuration not stated),4%,-1%,-15%,4%,0.1,38%,-7%,5,1%
COC(=O)c1ccc(NC(=O)CSc2nccn2CCc2ccccc2)cc1,12%,-12%,-10%,2%,-0.3,-7%,13%,7,-6%
CC(=O)Nc1nc2ccccc2n1Cc1ccccc1C,13%,6%,1%,1%,1.7,6%,3%,2,-8%
CCC1CCCCN1CCCNC(=O)CN1C(=O)COc2ccc(S(=O)(=O)N3CCOCC3)cc21 (configuration not stated),-8%,-7%,-13%,9%,-3.3,21%,-6%,-5,-3%
COc1cccc2sc(=NC(=O)CS(=O)(=O)c3ccc(Cl)cc3)n(C)c12,-9%,-6%,-2%,21%,0.0,13%,-16%,-14,-2%
O=C1C=C(/C=C/c2ccccc2)C[C@@H](c2ccc(F)cc2)C1,-7%,8%,-5%,-1%,0.0,11%,19%,0,-12%
CCc1nnc(NC(=O)c2ccc(-c3ccc([N+](=O)[O-])cc3Cl)o2)s1,-11%,-3%,-6%,2%,2.2,-3%,-2%,0,8%
CN(C)S(=O)(=O)c1ccc(C(=O)NCCSc2ccccc2)cc1,-14%,0%,-7%,8%,-1.0,21%,-6%,-1,-4%
CC1=CC(C)(C)NC(=S)N1c1ccc(C)cc1,3%,-7%,-1%,-6%,13,19%,30%,nt,3%
COc1ccc(CNC(=S)NCc2ccc(Cl)cc2)cc1OC,-9%,5%,-3%,-10%,0.3,15%,13%,-4,-3%
Cc1ccc(SSc2cc(C)ccc2N)c(N)c1,-27%,-69%[inhibitor],0.34µM*,-5%,-0.4,6%,-83%[inhibitor],-81*,-3%
Cc1ccc([N+](=O)[O-])c(OCCN2CCCCCC2)c1,-1%,2%,-3%,5%,0.9,-12%,-9%,0,-5%
COC(=O)Cc1c(O)ccn(Cc2ccc(F)cc2)c1=O,-1%,1%,-12%,7%,0.2,-21%,-7%,-6,1%
O=S(=O)(/C=C/c1ccccc1)N1CCOCC1,-13%,7%,3%,0%,0.1,-17%,3%,-7,8%
Cc1ccc(C(=O)CCC(=O)N2CCC(C(N)=O)CC2)s1,28%,-3%[1.84 µM],-8%,9%,0.4,-10%,-7%,-1,11%
CCN(C(=O)COC(=O)c1ccc(Cl)nc1)C1CCS(=O)(=O)C1 (configuration not stated),4%,-1%,-9%,4%,0.6,-21%,0%,-2,-3%
COCCNC(=O)C1CCCN(C(=O)c2cc(-c3cccs3)oc2C)CC1 (configuration not stated),-19%,1%,-4%,3%,0.2,2%,9%,-2,-5%
CC(OC(=O)CCC(=O)N1CCN(S(=O)(=O)c2ccc3ccccc3c2)CC1)C(=O)NC(N)=O (configuration not stated),?,-2%,-7%,-6%,0.6,12%,-9%,-3,3%
COC(=O)[C@H](Cc1ccccc1)NC(=O)N1CCN(c2ccccc2)CC1,-7%,1%,-13%,-7%,2.3,8%,9%,-2,-23%
COCCCNC(=O)c1ccc(CNS(=O)(=O)c2ccc(NC(C)=O)cc2)cc1,-16%,-5%,27µM*,0%,-1.7,6%,4%,1,6%
O=C(NC1CCS(=O)(=O)C1)c1ccc(-c2ccc(Br)cc2)o1 (configuration not stated),-4%,20%,-10%,12%,-1.9,-9%,9%,nt,-4%
COc1ccc2cc(CCNC(=O)C(C)(C)C)c(=O)[nH]c2c1,-9%,-6%,-5%,-4%,1.0,-11%,15%,-1,1%
CCOC(=O)Cn1cc(Cl)cc(C(=O)Nc2ccccc2)c1=O,7%,7%,-2%,-5%,-0.6,6%,-10%,4,3%
Cc1ccccc1-n1ncc2c1CC(C)(C)CC2NC(=O)c1snnc1C (configuration not stated),6%,-4%,-9%,0%,-4.5,10%,1%,-8,-6%
COc1ccc(C(CNC(=O)c2oc3cc(Br)ccc3c2C)N2CCCCC2)cc1 (configuration not stated),-3%,0%,6%,5%,-0.2,15%&-12%,-7%,1,-1%
Cn1c(=O)c2c(nc(Oc3cccc(O)c3)n2C)n(C)c1=O,-25%,-2%,-3%,3%,-0.3,18%,5%,-9,-4%
CC(C)OC(=O)CC(NC(=O)OC(C)(C)C)c1ccccc1 (configuration not stated),2%,2%,-7%,1%,-0.6,-5%,4%,8,-7%
CC1(C)CC(=O)C=C(Nc2cc(-c3ccccc3)[nH]n2)C1,-1%,-2%,-9%,9%,-2.2,16%,-8%,nt,-9%

# One compound at a time, as listed above. Values in the order: EPAC1 antag	aSyn rescue	PLK1 PBD inh	EPAC1 agonist	IL2 activator	FUS suppressor	Abeta rescue	PI5P4Ka inh	WRN helicase inh
# `Cc1ccccc1-n1ncc2c1CC(C)(C)CC2NC(=O)c1snnc1C` (configuration not stated) is entered as 6%	-4%	-9%	0%	-4.5	10%	1%	-8	-6%
# `CC(C)OC(=O)CC(NC(=O)OC(C)(C)C)c1ccccc1` (configuration not stated) is entered as 2%	2%	-7%	1%	-0.6	-5%	4%	8	-7%
# `CCN(C(=O)COC(=O)c1ccc(Cl)nc1)C1CCS(=O)(=O)C1` (configuration not stated) is entered as 4%	-1%	-9%	4%	0.6	-21%	0%	-2	-3%

# Outcome played no part in choosing rows; any-hit rate near 4.1%.
